DRD3 antagonist: D3 dopamine receptor (human) antagonism. D3R cells, DiscoveRx beta-arrestin luminescence, antagonist mode; active compounds read low. 2.5% of 360,000 active. P35462. max response, negative = inhibition, %; in the data active means max response below about -50%; inconclusive means no clear call, values can overlap the other calls; further: on the % scale 0 is the no-effect control and ±100 the full control effect; mostly tested at two doses, the higher about 12 µM
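Cells expressing the human receptor were seeded at 1500 cells/well, incubated overnight at 37 degrees C in 5% CO2, then exposed to library compounds with dopamine controls for 90 minutes at 37 degrees C before luminescent detection.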
PTHR1 ag: activates the human parathyroid hormone receptor PTHR1; HEK293 GP2 PTHR1 cells, GloSensor cAMP luminescence, 1 h; Q03431; 0.075% of 410,000 active; AID 743266; Potency, µM (doses to about 115 µM), for inactives: top-dose activation, hits mostly activators; further: potency means the concentration at half of the fitted maximal effect; nearly all actives have a fitted effect of over 55% in size; some results filed as inactive show a strong effect at the top dose; inactives centre near -15; many of its hits are not listed in these tables
Target sequence (Q03431 whole entry, looked up): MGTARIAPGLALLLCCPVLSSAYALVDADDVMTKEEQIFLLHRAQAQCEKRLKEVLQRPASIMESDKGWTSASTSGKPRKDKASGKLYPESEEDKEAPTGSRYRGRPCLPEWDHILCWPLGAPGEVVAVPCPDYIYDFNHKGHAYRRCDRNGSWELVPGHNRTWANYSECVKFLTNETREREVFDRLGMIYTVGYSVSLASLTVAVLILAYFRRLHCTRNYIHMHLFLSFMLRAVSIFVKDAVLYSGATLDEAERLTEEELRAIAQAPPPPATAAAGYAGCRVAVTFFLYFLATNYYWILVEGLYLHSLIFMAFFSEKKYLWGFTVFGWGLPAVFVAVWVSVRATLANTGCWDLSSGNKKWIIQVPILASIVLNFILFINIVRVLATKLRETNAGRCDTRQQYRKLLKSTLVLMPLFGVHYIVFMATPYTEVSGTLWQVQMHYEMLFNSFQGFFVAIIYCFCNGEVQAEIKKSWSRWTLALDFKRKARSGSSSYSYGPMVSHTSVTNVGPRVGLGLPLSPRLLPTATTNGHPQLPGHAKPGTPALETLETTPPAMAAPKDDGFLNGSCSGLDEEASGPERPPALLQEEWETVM
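HEK-293-derived GP2 cells expressing PTHR1 and a GloSensor cAMP reporter, 3,000/well, plated overnight, given luciferin plus IBMX (each 0.5 mM as added) for 1 h at 37 °C, then compound for 1 h at 37 °C. Luminescence was read after 15 min at room temperature.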
GLP1R inv ag: inverse agonists of human GLP-1 receptor; HEK293 GLP-1R CRE-luciferase, luminescence, 24 h; GLP-1R form is constitutively active; AID 624417; Potency, µM (highest dose often 38.3 µM), for the others: top-dose activity change, negative = inhibition, actives largely listed as inhibitors; 1.6% of 410,000 active; P43220; further: potency means the concentration at half of the fitted maximal effect; on the % scale 0 is the no-effect control and ±100 the full control effect; nearly all actives have a fitted effect of over 55% in size
Target sequence (P43220 whole entry, looked up): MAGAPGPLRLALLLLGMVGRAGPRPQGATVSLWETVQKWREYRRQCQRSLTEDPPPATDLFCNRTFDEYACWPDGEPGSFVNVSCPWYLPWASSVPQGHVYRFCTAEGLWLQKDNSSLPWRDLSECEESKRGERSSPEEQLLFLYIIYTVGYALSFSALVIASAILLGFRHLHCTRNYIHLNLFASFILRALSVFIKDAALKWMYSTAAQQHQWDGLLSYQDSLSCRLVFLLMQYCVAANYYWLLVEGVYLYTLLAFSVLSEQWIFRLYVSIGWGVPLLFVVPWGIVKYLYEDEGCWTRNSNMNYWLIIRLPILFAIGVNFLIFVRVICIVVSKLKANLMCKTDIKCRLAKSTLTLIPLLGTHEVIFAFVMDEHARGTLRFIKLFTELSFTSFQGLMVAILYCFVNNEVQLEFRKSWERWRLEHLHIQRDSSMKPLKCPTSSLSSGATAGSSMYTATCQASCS
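Using stably transfected HEK293 (constitutively active GLP-1R, cAMP-luciferase reporter), compounds were incubated 24 hr and luciferase measured by luminescence.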
KB-V1 cytotox: KB-V1 MDR subline cytotoxicity; KB-V1 MDR cells viability, CellTiter-Glo, 72 h; Potency, µM (doses to about 46.1 µM), for the others: top-dose activity change, negative = cytotoxicity, most hits filed as cytotoxic; 3.4% of 400,000 active; AID 1347076; further: potency means the concentration at half of the fitted maximal effect; on the % scale 0 is the no-effect control and ±100 the full control effect; nearly all actives have a fitted effect of over 60% in size
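In this primary screen, KB-V1 cells overexpressing P-gp are incubated with library compounds (lowest to highest concentration) for 72 h at 37 degrees C before a luminescent ATP viability read.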
TDP-43 yeast inh: rescues yeast growth from TDP-43 toxicity; TDP-43 expressing yeast growth rescue, BacTiter-Glo, 24 h; Potency, µM (highest dose often 46.1 µM), for the others: at the top dose growth rescue (activation), actives largely listed as activators; 1.8% of 410,000 active; AID 652104; further: potency means the concentration at half of the fitted maximal effect; % of control where 0% means no effect; nearly all actives have a fitted effect of over 50% in size
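In this qHTS, compounds that restore growth of yeast expressing TDP-43 appear as activators. Cells (OD600=0.02, galactose medium, raffinose-pregrown) are incubated with compound 24 hr at 30 deg C and growth is quantified by BacTiter-Glo.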
HEK293 tox: cytotoxicity counter-screen for GLP-1 receptor inverse agonists | HEK293 cAMP-luciferase reporter cells, luminescence, 24 h | Potency, µM (highest dose often 38.3 µM), for the others: top-dose activity change, negative = inhibition, actives largely listed as inhibitors | 0.13% of 410,000 active | AID 624418;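 further: loss of luciferase light is scored as toxicity; potency means the concentration at half of the fitted maximal effect; on the % scale 0 is the no-effect control and ±100 the full control effect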
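Compound-treated cells are incubated 24 hr at 37 deg C under 5% CO2 after a 12 hour attachment period, then luciferase detection reagent is added and luminescence is measured following 12 min at room temperature; lowered signal indicates toxicity.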
DRD3 agonist: agonists of human D3 dopamine receptor | P35462 | D3R DiscoveRx beta-arrestin cells, luminescence, 90 min | max activation, % | 0.58% of 410,000 active | AID 652048; in the data active means max activation above about 30%; further: 0% is about no effect; mostly tested at two doses, the higher about 12 µM
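Cells at 1500/well, incubated overnight, then treated with pinned compounds (dopamine as control) for 90 min at 37 degrees C. DiscoveRx reagent added for 30 - 60 minutes at room temperature; luminescence read.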
GLP-1R agonist: agonists of human GLP-1 receptor; AID 624172; HEK293 GLP-1R CRE-luciferase, luminescence, 4-6 h; cells express a hypersensitive GLP-1R form; 0.007% of 380,000 active; P43220; Potency, µM (doses to about 45.6 µM), for inactives: top-dose activation, usual class: activators; further: potency means the concentration at half of the fitted maximal effect; % of control where 0% means no effect
aSyn yeast inh: rescues yeast growth from alpha-synuclein toxicity. Potency, µM (top dose mostly 46.1 µM), for the others: top-dose growth rescue (activation), usual class: activators. 0.14% of 370,000 active. Yeast expressing alpha-synuclein, growth rescue, BacTiter-Glo, 24 h. AID 652106; further: potency means the concentration at half of the fitted maximal effect; % of control where 0% means no effect; nearly all actives have a fitted effect of over 65% in size
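Rescue of yeast growth: cells expressing toxic alpha-synuclein, induced in galactose at OD600 0.02, incubated with compound 24 h at 30 C. ATP luminescence quantified growth; inhibitors of toxicity appear as activators.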
Numbers without * were called inactive; i = inactive; ? = inconclusive; · = no result given; [ ] = dose if it differs, or a comment. Unless noted, the call rests on the fitted dose curve; in most records, active means well fitted curve in the direction sought with a large enough effect; inconclusive means small, poorly fitted or top-dose-only effect, or another doubt; inactive means no such curve, though single readings can be large; an effect the other way counts as inactive or inconclusive. Some of the compounds tested, so the mix of outcomes need not match the whole.

A first look (4 entries):
Key to letters: A = DRD3 antagonist; B = PTHR1 ag; C = GLP1R inv ag; D = KB-V1 cytotox; E = TDP-43 yeast inh; F = HEK293 tox; G = DRD3 agonist; H = GLP-1R agonist; I = aSyn yeast inh
> Oc1cc(NCc2cccnc2)ccc1-c1nc2ccccc2o1
  A: -25	B: -31%[inhibitor]	C: 64%[activator]	D: ?	E: -6%	F: -7%	G: 2	H: 3%	I: 4%

> COc1ccc(OC)c(-c2nnc(SCC(=O)NC3CCCCC3)o2)c1
  A: -27	B: -17%	C: 11%	D: -17%	E: 1%	F: 1%	G: -10	H: -2%	I: 4%

> O=C(c1cc2cc3ccc(Cl)cc3nc2o1)N1CCN(Cc2ccc3c(c2)OCO3)CC1
  A: 7	B: -2%	C: 17%	D: -7%	E: -9%	F: 0%	G: -2	H: 7%	I: 7%

> CN(C(=O)CSc1nnnn1-c1ccc(Cl)cc1)C1CCS(=O)(=O)C1 (stereo not given)
  A: 14	B: -1%	C: 21%	D: 0%	E: 22%	F: 0%	G: 4	H: 5%	I: 1%

The whole of this part, from the first entry:
Key to letters: A = DRD3 antagonist; B = PTHR1 ag; C = GLP1R inv ag; D = KB-V1 cytotox; E = TDP-43 yeast inh; F = HEK293 tox; G = DRD3 agonist; H = GLP-1R agonist; I = aSyn yeast inh
> Oc1cc(NCc2cccnc2)ccc1-c1nc2ccccc2o1
  A: -25	B: -31%[inhibitor]	C: 64%[activator]	D: ?	E: -6%	F: -7%	G: 2	H: 3%	I: 4%

> COc1ccc(OC)c(-c2nnc(SCC(=O)NC3CCCCC3)o2)c1
  A: -27	B: -17%	C: 11%	D: -17%	E: 1%	F: 1%	G: -10	H: -2%	I: 4%

> O=C(c1cc2cc3ccc(Cl)cc3nc2o1)N1CCN(Cc2ccc3c(c2)OCO3)CC1
  A: 7	B: -2%	C: 17%	D: -7%	E: -9%	F: 0%	G: -2	H: 7%	I: 7%

> CN(C(=O)CSc1nnnn1-c1ccc(Cl)cc1)C1CCS(=O)(=O)C1 (stereo not given)
  A: 14	B: -1%	C: 21%	D: 0%	E: 22%	F: 0%	G: 4	H: 5%	I: 1%

> CC(=O)c1sc(Nc2nc3cc4c(cc3s2)OCO4)nc1C
  A: -7	B: -19%	C: 19%	D: ?	E: -12%	F: 17%	G: 1	H: 7%	I: 0%

> Cc1csc(NC(=O)CSc2nnc(Cc3cccn3C)n2-c2ccc(F)cc2)n1
  A: -13	B: -15%	C: -5%	D: -11%	E: 0%	F: 4%	G: 0	H: 0%	I: 5%

> Cc1cc(C)c2[nH]c(O)c(N=Nc3ccc(C(=O)O)cc3)c2c1
  A: 3	B: -13%	C: 11%	D: -2%	E: -14%	F: 0%	G: 5	H: 11%	I: -14%

> N#Cc1c(NC(=O)CCCN2C(=O)c3ccccc3C2=O)oc(-c2ccccc2)c1-c1ccccc1
  A: -27	B: -33%[inhibitor][57.5 µM]	C: ?	D: -1%	E: -10%	F: -5%	G: -12	H: 8%	I: -6%

> CCN(CC)S(=O)(=O)c1ccc(C)c(NC(=O)CSc2nc3ccccc3[nH]2)c1
  A: 17	B: -37%[inhibitor]	C: ?	D: ?	E: 10%	F: -13%	G: 3	H: 21%	I: -6%

> Cc1ccc(OCCC(=O)OCc2csc(CC(=O)Nc3ccccc3C)n2)cc1
  A: -9	B: i	C: 0%	D: -2%	E: -13%	F: 3%	G: 5	H: 9%	I: 0%

> O=C(COC(=O)c1ccccc1O)NC(=O)c1ccc(OC(F)F)cc1
  A: -5	B: i	C: 2%	D: 8%	E: 15%	F: 3%	G: 13	H: 3%	I: 0%[1.84 µM]

> O=C(CCCN1C(=O)c2ccccc2C1=O)NCCCn1ccnc1
  A: 2	B: 8%	C: 2%	D: ?	E: 1%	F: -24%	G: 4	H: 3%	I: 2%

> Cc1ccc(OCC(=O)Nc2cccc(-c3nnc(-c4ccccc4)o3)c2)c(C)c1
  A: 22	B: -5%[57.5 µM]	C: 0%	D: ?	E: 1%	F: -4%	G: 20	H: 3%	I: 5%

> CC1=C(C(=O)N(C)C)CC(CC(=O)NCC2CCCCC2)C(=O)N1Cc1ccc(F)cc1 (stereo not given)
  A: -29	B: i	C: 2%	D: 6%	E: 19%	F: -12%	G: -8	H: 13%	I: -4%

> COc1cc2[nH]c(=S)n(Cc3ccco3)c(=O)c2cc1OC
  A: -8	B: -22%	C: 0%	D: ?	E: 4%	F: 15%	G: 1	H: 29%	I: 1%

> COc1cccc(C(=O)Nc2ccc(-n3nncc3C(C)(C)C)cc2)c1
  A: 3	B: -11%	C: -25%	D: ?	E: 16%	F: 7%	G: 3	H: 10%	I: 5%

> Cc1ccc(Sc2ncccc2COC(=O)Nc2ccccc2)cc1
  A: 3	B: -46%[inhibitor][57.5 µM]	C: 7.9µM*	D: -2%	E: 0%	F: -2%	G: 7	H: 0%	I: -2%

> COc1ccc(C(=O)NCc2nnc(SCC(=O)NCc3ccc(F)cc3)o2)cc1
  A: 23	B: ?	C: 0%	D: 27%	E: -6%	F: 23%	G: -2	H: 2%	I: 1%

> O=C(O)CN(c1ccccn1)S(=O)(=O)c1ccccc1
  A: 9	B: -9%	C: 2%	D: 1%	E: -7%	F: -9%	G: -2	H: 1%	I: -2%

> CN(Cc1cccs1)C(=O)CSc1nc(N)cc(N)n1
  A: 1	B: i	C: 4%	D: 5%	E: 10%[9.22 µM]	F: 13%	G: 2	H: 0%	I: -4%

> Cc1ccc(C(=O)NCC(=O)N(C)Cc2ccc(Cl)cc2Cl)s1
  A: -1	B: -1%	C: ?	D: 16µM*	E: 8.9µM*	F: -10%	G: 2	H: 1%	I: 19%

> O=C(OCc1cc(=O)n2nc(C3CC3)sc2n1)c1ccc(NC(=O)c2ccccc2F)cc1
  A: ·	B: -38%[inhibitor]	C: -2%	D: ?	E: 11%	F: -5%	G: 9	H: ·	I: ·

> O=C(c1cccc(C(F)(F)F)c1)N1CCC(O)(CS(=O)(=O)Cc2ccc(Cl)cc2)CC1
  A: -8	B: i	C: -10%	D: 12µM*	E: 6%	F: -10%	G: -8	H: 1%	I: 2%

> Cc1ccc(Cl)c2c1N[C@@H](c1ccc(C(=O)O)cc1)[C@H]1CC=C[C@@H]21
  A: ·	B: -23%	C: ?	D: ?	E: 0%	F: 1%	G: 6	H: ·	I: ·

> O=C(CCC(=O)Nc1cc(C(F)(F)F)ccc1Cl)N/N=C\c1cc([N+](=O)[O-])ccc1O
  A: -70*	B: i	C: ?	D: -26%	E: -4%	F: ?	G: -23	H: 0%	I: -13%

> CN1CCN(c2ccc(S(=O)(=O)N3CCOCC3)cc2NC(=O)C2CCCCC2)CC1
  A: 0	B: 7%	C: 13%	D: -9%	E: 16%	F: 2%	G: -6	H: 0%	I: 6%

> COc1ccccc1NC(=O)Cn1c(=O)n(CC2CCC(C(=O)NCCc3ccccc3)CC2)c(=O)c2ccccc21 (stereo not given)
  A: ·	B: -14%	C: -23%	D: 3%	E: 7%	F: 4%	G: 0	H: -1%	I: ·

> Cc1ccc(NC(=O)c2ccc(F)c(S(=O)(=O)NCCc3ccccc3)c2)cc1F
  A: ·	B: -20%	C: ?	D: ·	E: ?	F: -24%	G: 5	H: ·	I: ·

> COCCOC(=O)c1c(NC(=O)COC(=O)c2ccc(C)o2)sc(C(N)=O)c1C
  A: 23	B: -20%	C: 8%	D: -4%	E: 3%	F: 15%	G: 2	H: -1%	I: -7%

> CCCCCC(=O)N1C[C@@H](n2cc(COC(=O)c3ccccc3)nn2)[C@H](O)C[C@@H]1c1ccccc1
  A: -3	B: -37%[inhibitor]	C: -13%	D: -1%	E: 0%	F: 5%	G: 6	H: 1%	I: -3%

> CCn1c(SCC(=O)Nc2cccc(Cl)c2)nnc1-c1nonc1NC(C)=O
  A: ·	B: -19%	C: -10%	D: -11%	E: 23%[9.22 µM]	F: 88%[activator]	G: -9	H: ·	I: ·

> CC(=O)N1N=C(c2ccc(C)c([N+](=O)[O-])c2)OC1(C)C
  A: 24	B: -16%	C: 17%	D: 2%	E: ?	F: -27%	G: 6	H: 26%	I: 27%

> CC(=O)N(CCC(Cc1ccccc1)c1ccco1)Cc1ccco1 (stereo not given)
  A: 8	B: -28%	C: ?	D: -1%	E: 20%	F: -6%	G: -2	H: 11%	I: 13%

> O=C(COC(=O)c1ccccc1O)Nc1cccc(S(=O)(=O)N2CCCC2)c1
  A: 7	B: -21%	C: -14%	D: 16%	E: 16%	F: 2%	G: 11	H: 6%	I: 1%

> COc1cccc(-c2nnc(SCC(=O)N3CCOCC3)o2)c1
  A: 0	B: -10%	C: 1%	D: -13%	E: 6%	F: -3%	G: 4	H: -4%	I: 0%

> CCN1C(=O)[C@H]2[C@@H](c3ccc(-c4ccc(OC)cc4)cc3)N3CCC[C@@]3(C(=O)OC)[C@H]2C1=O
  A: 8	B: -25%	C: -23%	D: -3%	E: ?	F: 19%	G: 3	H: -4%	I: 7%

> NC(=O)C1CCN(C(=O)/C=C/c2cc(Br)ccc2F)CC1
  A: -20	B: i	C: 27%	D: -2%	E: -10%	F: 10%	G: -5	H: 2%	I: -16%

> Cn1c(=O)[nH]c(=O)c2c1nc(N/N=C/c1ccncc1)n2Cc1ccc(Cl)cc1
  A: 5	B: i	C: 28%	D: 0%	E: 9%	F: 23%	G: 13	H: -4%	I: 0%

> CCCCc1ccc(NC(=O)N2CCNC(=O)C2CC(=O)Nc2ccsc2C(=O)OC)cc1 (stereo not given)
  A: 6	B: i	C: ?	D: 7%	E: 8%	F: -1%	G: 4	H: 11%	I: 3%

> CC(C(=O)OCC(=O)c1cccc([N+](=O)[O-])c1)N1C(=O)C2C3CCC(C3)C2C1=O (stereo not given)
  A: -9	B: -25%	C: 10%	D: 9%	E: 22%	F: 2%	G: -10	H: -1%	I: 1%
